High-throughput results from PubChem.
aSyn 5UTR inh: MLPCN primary screen, SNCA 5' untranslated region; alpha-synuclein 5'UTR reporter, inhibitor activity; inhibition, % (tested at 7.5 µM); 0.82% of 300,000 active; AID 1813; in the data active means inhibition above about 60%;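 further: H4 neuroglioblastoma cells stably carrying SNCA 5'UTR luciferase fusion; 0% = DMSO wells and 100% = positive control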
HSF-1 act: increases HSF-1 driven luciferase reporter signal; activation, % at 9 µM; AID 504408; NIH3T3-HGL HSF-1 luciferase reporter, MG132, 8 h; 100% = twice DMSO control signal; 1.7% of 300,000 active;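 active means mean replicate activation of at least 50% with a set share of replicates each reaching 50%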;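 further: 0% = median of the neutral control wells and 100% = twice that signal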
GSK3beta inhib: blocks human GSK3beta kinase activity; P49841; 0.038% of 300,000 active; GST-GSK3beta kinase, ADP-Glo luminescence, 60 min; stronger effect = lower value; activity score (negative = inhibition), % at 10 µM;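 active means more than half of replicate wells score below -50%, meaning over 50% inhibition versus plate controls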;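 further: 0% = median DMSO wells and -100% = median GW8510 positive control wells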
Target sequence (P49841 whole entry, looked up): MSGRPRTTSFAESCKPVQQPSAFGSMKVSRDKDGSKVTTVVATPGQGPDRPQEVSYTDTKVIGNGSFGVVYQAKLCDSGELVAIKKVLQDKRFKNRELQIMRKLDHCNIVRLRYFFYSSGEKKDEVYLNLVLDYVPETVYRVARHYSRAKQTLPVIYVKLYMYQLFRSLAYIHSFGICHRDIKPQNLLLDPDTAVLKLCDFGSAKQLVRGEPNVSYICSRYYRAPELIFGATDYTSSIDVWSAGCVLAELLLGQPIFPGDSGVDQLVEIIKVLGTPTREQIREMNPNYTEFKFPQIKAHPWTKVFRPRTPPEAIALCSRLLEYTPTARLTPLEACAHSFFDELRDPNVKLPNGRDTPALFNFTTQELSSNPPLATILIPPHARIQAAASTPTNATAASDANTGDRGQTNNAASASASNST
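Test system – GST-tagged human GSK3beta kinase, cell-free · Incubation – 60 min enzyme reaction, room temperature · Signal – ADP-Glo luminescence · Also added – peptide substrate and ATP at 25 µM · Controls – DMSO neutral wells and GW8510 at 20 µM as positive · Buffer or medium – Tris/MgCl2 kinase buffer · Measure – Luminescence-derived activity versus plate DMSO and GW8510 wells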
HSF1 inh: HSF1 inhibition; NIH3T3-HGL HSE-luciferase, MG132-induced, luminescence 8 h; stronger effect = lower value; 0.77% of 300,000 active; AID 2098; activity change, negative = inhibition, % at 7.5 µM (by protocol);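 active means more than half of replicate wells show activity change below -50%, luminescence cut by over half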;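 further: luciferase reports HSF-1 transcriptional activity via heat shock element; 0% = median of DMSO wells and -100% = zero luminescence signal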
IEC-6 cytotox: kills IEC-6 intestinal cells in KLF5 counter-screen. IEC-6 cytotoxicity, luminescence viability. inhibition, % at 5 µM. 0.78% of 290,000 active. AID 1825; in the data active means inhibition above about 22%;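 further: 0% = plate median of test compound wells and 100% = cytotoxic reference compound wells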
PolyA inh: inhibitors of polyadenylation in S. cerevisiae. S. cerevisiae SKY197-pL101 polyadenylation reporter, beta-gal luminescence; efflux-impaired pdr1/pdr3 knockout yeast; score 100 = 6 SD above DMSO. calls only at 12 µM. 0.02% of 300,000 active;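 active means lowest replicate activity score at least 50, where 100 means six control SD above control mean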;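 further: yeast exposed to compound for 9 h at 30 °C; higher score means more reporter readthrough which indicates perturbed polyadenylation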
AI-2 QS modul: Vibrio harveyi AI-2 quorum sensing modulation. Vibrio harveyi JMH597 AI-2 luminescence/OD600 ratio, 9 h; stronger effect = lower value; strain lacks LuxN and CqsS sensors; 0 = neutral-control median. activity change, % at 7.5 µM. 0.4% of 300,000 active. AID 2094; in the data active means activity change below about -75%, passing the limit was not always enough;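 further: luminescence divided by OD600 gain over 9 h not by final OD600 alone; inactives centre near 13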
KLF5 inhibitor: suppresses KLF5 promoter-driven expression; inhibition, % at 5 µM; 0.23% of 290,000 active; DLD-1 KLF5 promoter-luciferase reporter, luminescence;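 active means inhibition above a per-plate limit of that plate's mean compound inhibition plus 3 SD, cut at about 60% in these data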;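 further: 0% = DMSO wells and 100% = LY294002 at 200 µM; higher means less KLF5 promoter-driven luciferase light; inactives centre near -14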
HSP90 inh: blocks HSP90-mediated luciferase refolding in reticulocyte lysate | Rabbit reticulocyte lysate, luciferase refolding luminescence, 3 h | 0.91% of 290,000 active | AID 1789 | inhibition, % at 5.6 µM;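 active means inhibition above the screen-wide mean plus 3 SD, computed separately per campaign, cut at about 16% in these data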;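 further: 0% = DMSO wells and 100% = 60 µM geldanamycin wells; inhibitors lower the luminescence because luciferase stays unfolded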
GSK3A inh: inhibitors of human GSK-3 alpha kinase; ADP-Glo luminescence, 60 min; inhibition, % at 10 µM; 0.1% of 320,000 active;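 in the data active means inhibition above about 50%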;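 further: GST-tagged GSK-3 alpha with peptide substrate and 25 µM ATP; 0% = DMSO neutral wells and 100% = GW8510 positive control wells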
Target sequence (P49840 whole entry, looked up): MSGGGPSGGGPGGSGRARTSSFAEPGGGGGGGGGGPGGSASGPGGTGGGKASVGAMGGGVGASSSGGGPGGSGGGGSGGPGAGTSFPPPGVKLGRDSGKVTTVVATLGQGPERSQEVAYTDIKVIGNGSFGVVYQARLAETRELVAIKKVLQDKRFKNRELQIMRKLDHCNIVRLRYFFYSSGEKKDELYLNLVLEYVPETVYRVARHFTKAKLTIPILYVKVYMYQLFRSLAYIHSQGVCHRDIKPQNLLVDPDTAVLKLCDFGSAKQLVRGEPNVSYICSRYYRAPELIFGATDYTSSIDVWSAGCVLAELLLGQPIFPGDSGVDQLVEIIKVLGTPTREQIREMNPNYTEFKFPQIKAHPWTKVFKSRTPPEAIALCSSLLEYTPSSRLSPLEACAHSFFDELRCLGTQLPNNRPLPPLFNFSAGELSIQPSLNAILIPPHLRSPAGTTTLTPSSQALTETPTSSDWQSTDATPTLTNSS
The depositor's hits bear a star. These rows are one share of the data; count on the stated rates, not on these rows.

Screening C=C1C(=O)O[C@@H]2[C@H]1[C@@H](OC(=O)/C(C)=C/C)C/C(C)=C\C(=O)/C=C(\C)[C@@H]2O returned aSyn 5UTR inh -311, HSF-1 act 2, GSK3beta inhib 0, HSF1 inh -1, PolyA inh inactive, AI-2 QS modul -12 and GSK3A inh 0.
Screening Cc1cc(=O)[nH]c(N/N=C/C=C/c2ccccc2)n1 returned aSyn 5UTR inh 2, HSF-1 act 12, GSK3beta inhib 1, HSF1 inh 5, IEC-6 cytotox 7, PolyA inh inactive, AI-2 QS modul 32, KLF5 inhibitor 9, HSP90 inh 1 and GSK3A inh -1.
Screening CCOc1nnc(C)c2c(C)n(-c3ccc(Cl)cc3)nc12 returned aSyn 5UTR inh 29, HSF-1 act 29, GSK3beta inhib -5, HSF1 inh 2, IEC-6 cytotox -10, PolyA inh inactive, AI-2 QS modul 12, KLF5 inhibitor -23, HSP90 inh -3 and GSK3A inh -2.
Cc1cc(C(=O)CSc2nnc(-c3ccccc3)n2Cc2ccc3c(c2)OCO3)c(C)n1C was read as aSyn 5UTR inh 27, HSF-1 act 6, GSK3beta inhib 2, HSF1 inh 6, IEC-6 cytotox 9, PolyA inh inactive, AI-2 QS modul 13, KLF5 inhibitor 8, HSP90 inh 4 and GSK3A inh -2.
`CCOc1cc(C)nc(Oc2ccc(=O)[nH]n2)n1` gave aSyn 5UTR inh 13, HSF-1 act 7, GSK3beta inhib -3, HSF1 inh -3, IEC-6 cytotox -6, PolyA inh inactive, AI-2 QS modul 23, KLF5 inhibitor -25, HSP90 inh -2 and GSK3A inh -2.
Cc1nc(NC(=S)NC(=O)COc2ccc(Cl)cc2)ccc1Br was read as aSyn 5UTR inh -5, HSF-1 act 14, GSK3beta inhib -2, HSF1 inh -7, IEC-6 cytotox 1, PolyA inh inactive, AI-2 QS modul 28, KLF5 inhibitor -19, HSP90 inh -1 and GSK3A inh 0.
`CCC(C)c1ccc(NC(=O)COc2c(F)c(F)c(C(F)(F)F)c(F)c2F)cc1` (stereo unspecified) gave aSyn 5UTR inh 17, HSF-1 act -23, GSK3beta inhib 1, HSF1 inh -8, IEC-6 cytotox 0, PolyA inh inactive, AI-2 QS modul 42, KLF5 inhibitor -9, HSP90 inh -3 and GSK3A inh -3.
Cc1ccnc2nc(NC(=O)c3ccco3)nn12 was read as aSyn 5UTR inh -81, HSF-1 act -22, GSK3beta inhib -3, HSF1 inh -4, IEC-6 cytotox -3, PolyA inh inactive, AI-2 QS modul 22, KLF5 inhibitor -76 and HSP90 inh 4.
For COc1cccc(C(=O)C2CCCN(Cc3c(C)n(C)n(-c4ccccc4)c3=O)C2)c1 (stereo unspecified) the results were aSyn 5UTR inh -6, HSF-1 act 0, GSK3beta inhib -3, HSF1 inh 2, IEC-6 cytotox 2, PolyA inh inactive, AI-2 QS modul 16, KLF5 inhibitor 30, HSP90 inh -1 and GSK3A inh -3.
CC(C)Oc1ccccc1-c1nc(SCC(=O)O)n[nH]1 was read as aSyn 5UTR inh 6, HSF-1 act -10, GSK3beta inhib 1, HSF1 inh -1, IEC-6 cytotox 2, PolyA inh inactive, AI-2 QS modul 21, KLF5 inhibitor -4, HSP90 inh -2 and GSK3A inh 5.
Screening Nn1c(SCC(=O)Nc2ccccc2F)nnc1C1CCCCC1 returned aSyn 5UTR inh -3, HSF-1 act 1, GSK3beta inhib 0, HSF1 inh 0, IEC-6 cytotox 3, PolyA inh inactive, AI-2 QS modul 24, KLF5 inhibitor 5 and HSP90 inh -1.
`Cc1ccc(Nc2cc(C)nc(N3CCOCC3)n2)c(C)c1` gave aSyn 5UTR inh -6, HSF-1 act -8, GSK3beta inhib 3, HSF1 inh -3, IEC-6 cytotox 4, PolyA inh inactive, AI-2 QS modul 11, KLF5 inhibitor -3, HSP90 inh 2 and GSK3A inh -2.
`CCOc1ccc(OCC(=O)Nc2ccc(OC)cc2[N+](=O)[O-])cc1` gave aSyn 5UTR inh -8, HSF-1 act 7, GSK3beta inhib 1, HSF1 inh -10, IEC-6 cytotox 1, PolyA inh inactive, AI-2 QS modul 39, KLF5 inhibitor -25, HSP90 inh 2 and GSK3A inh 3.
`Cc1ccc(C(=O)C2=C(O)C(=O)N(Cc3ccco3)C2c2cccc(Cl)c2)o1` (stereo unspecified) gave aSyn 5UTR inh -7, HSF-1 act 5, GSK3beta inhib 2, HSF1 inh 2, IEC-6 cytotox -3, PolyA inh inactive, AI-2 QS modul 73, KLF5 inhibitor -17, HSP90 inh 5 and GSK3A inh -3.
O=C(c1cccc(-c2ccco2)c1)N1CCCC(N2CCN(c3ccc(F)cc3)CC2)C1 (stereo unspecified) was read as aSyn 5UTR inh 29, HSF-1 act 21, GSK3beta inhib 1, HSF1 inh 8, IEC-6 cytotox 0, PolyA inh inactive, AI-2 QS modul 16, KLF5 inhibitor -34, HSP90 inh 3 and GSK3A inh -1.
COCCNC(=O)c1cc(-c2ccccc2)nn1CC1CC(c2cccc([N+](=O)[O-])c2)=NO1 (stereo unspecified) was read as aSyn 5UTR inh 24, HSF-1 act 43, GSK3beta inhib -1, HSF1 inh 13, PolyA inh inactive, AI-2 QS modul -1 and GSK3A inh -1.
For CC(=O)Nc1cc(NC(C)=O)ncn1 the results were aSyn 5UTR inh 5, HSF-1 act -8, GSK3beta inhib 0, HSF1 inh -5, IEC-6 cytotox 0, PolyA inh inactive, AI-2 QS modul -6, KLF5 inhibitor -20, HSP90 inh 3 and GSK3A inh -2.
`CC1Cc2ccccc2N1Cc1cccc(S(=O)(=O)N(C)C)c1` (stereo unspecified) gave aSyn 5UTR inh -1, HSF-1 act 0, GSK3beta inhib -1, HSF1 inh -3, IEC-6 cytotox -1, PolyA inh inactive, AI-2 QS modul 40, KLF5 inhibitor -5, HSP90 inh 2 and GSK3A inh -2.
`COc1cc2c(cc1NC(=O)COC(=O)C1CC(=O)N(Cc3ccco3)C1)oc1ccccc12` (stereo unspecified) gave aSyn 5UTR inh -145, HSF-1 act 41, GSK3beta inhib 4, HSF1 inh 7, IEC-6 cytotox 8, PolyA inh inactive, AI-2 QS modul 6, KLF5 inhibitor -24, HSP90 inh 1 and GSK3A inh 0.
`Cn1c(=O)c2c(n3cnnc13)-c1ccccc1CC21CCCC1` gave aSyn 5UTR inh 37, HSF-1 act 6, GSK3beta inhib -5, HSF1 inh -5, IEC-6 cytotox 4, PolyA inh inactive, AI-2 QS modul 3, KLF5 inhibitor -33, HSP90 inh 4 and GSK3A inh 18.
COc1ccc(OC)c(CCNC(=O)c2ccc3c(c2)N(Cc2ccc(F)cc2)CCS3)c1 was read as aSyn 5UTR inh 2, HSF-1 act 10, GSK3beta inhib 1, HSF1 inh 10, IEC-6 cytotox -5, PolyA inh inactive, KLF5 inhibitor -11, HSP90 inh 0 and GSK3A inh 0.
COc1ccc(O)c(/C=N/NC(=S)Nc2cccnc2)c1 was read as aSyn 5UTR inh -14, HSF-1 act 1, GSK3beta inhib -3, HSF1 inh 5, IEC-6 cytotox 2, PolyA inh inactive, AI-2 QS modul 25, KLF5 inhibitor -63, HSP90 inh -1 and GSK3A inh 7.
Cc1ccc(CSCC(=O)N(CCC(C)C)c2c(N)n(Cc3ccccc3)c(=O)[nH]c2=O)cc1 was read as aSyn 5UTR inh 7, HSF-1 act 9, GSK3beta inhib 1, HSF1 inh 0, PolyA inh inactive, AI-2 QS modul 25 and GSK3A inh 1.
`Cn1c(CN2CCCCC2)nc2cc(NC(=O)c3ccc(Cl)cc3)ccc21` gave aSyn 5UTR inh -66, HSF-1 act 10, HSF1 inh 17, IEC-6 cytotox 4, PolyA inh inactive, KLF5 inhibitor -20, HSP90 inh -1 and GSK3A inh 0.
Cc1cc(NC(=O)CN2CCCC2c2nc3ccccc3s2)no1 (stereo unspecified) was read as aSyn 5UTR inh 0, HSF-1 act 11, GSK3beta inhib 2, HSF1 inh 4, IEC-6 cytotox 0, PolyA inh inactive, AI-2 QS modul 26, KLF5 inhibitor 5, HSP90 inh 1 and GSK3A inh 1.
Screening O=C(O)Cc1c(C(=O)O)nnn1-c1ccc(Cl)cc1Cl returned aSyn 5UTR inh 7, HSF-1 act 2, GSK3beta inhib -5, HSF1 inh -2, IEC-6 cytotox -4, PolyA inh inactive, AI-2 QS modul 17, KLF5 inhibitor -16 and HSP90 inh 0.
`COc1ccccc1CNC(=O)CCNS(=O)(=O)c1cccc2nsnc12` gave aSyn 5UTR inh 25, HSF-1 act -8, GSK3beta inhib 1, HSF1 inh -6, IEC-6 cytotox -1, PolyA inh inactive, AI-2 QS modul 15, KLF5 inhibitor -18, HSP90 inh 3 and GSK3A inh 5.
COC(=O)c1ccccc1NC(=O)c1cnn2c(C(F)F)cc(C3CC3)nc12 was read as aSyn 5UTR inh 6, HSF-1 act 6, GSK3beta inhib 7, HSF1 inh -2, IEC-6 cytotox 6, PolyA inh inactive, AI-2 QS modul 42, KLF5 inhibitor 5, HSP90 inh 3 and GSK3A inh -4.
`CCN(Cc1ccccc1)S(=O)(=O)c1ccc(C(=O)N(CCCN(C)C)c2nc3cc(OC)ccc3s2)cc1` gave aSyn 5UTR inh -20, HSF-1 act -12, GSK3beta inhib -6, HSF1 inh -9, PolyA inh inactive, AI-2 QS modul 15 and GSK3A inh -2.
`Cc1cc(C)cc(C(=O)N[C@@H](C)C(=O)N2CCC3(CC2)NCCc2[nH]cnc23)c1` gave aSyn 5UTR inh 4, HSF-1 act -8, GSK3beta inhib 0, HSF1 inh -7, IEC-6 cytotox -4, PolyA inh inactive, AI-2 QS modul 20, KLF5 inhibitor -17, HSP90 inh 3 and GSK3A inh 0.
Screening CC(C)C1NC2(C(=O)c3ccccc3C2=O)C2C(=O)N(c3ccc(F)cc3)C(=O)C12 (stereo unspecified) returned aSyn 5UTR inh -9, HSF-1 act 11, GSK3beta inhib 3, HSF1 inh 0, IEC-6 cytotox -4, PolyA inh inactive, AI-2 QS modul 28, KLF5 inhibitor -23, HSP90 inh -2 and GSK3A inh -1.
`Cn1c(=O)oc2cc(S(=O)(=O)NCCC(=O)N3CC=C(c4ccccc4)CC3)ccc21` gave aSyn 5UTR inh -21, HSF-1 act 43, GSK3beta inhib 0, HSF1 inh 9, IEC-6 cytotox -1, PolyA inh inactive, AI-2 QS modul 4, KLF5 inhibitor -20, HSP90 inh 2 and GSK3A inh 2.
For COc1ccc(NC(=O)N2CCCC2C(=O)NC2CCCC2)cc1 (stereo unspecified) the results were aSyn 5UTR inh -13, HSF-1 act -19, GSK3beta inhib 3, HSF1 inh -4, IEC-6 cytotox -1, PolyA inh inactive, AI-2 QS modul -3, KLF5 inhibitor 7, HSP90 inh 6 and GSK3A inh -5.
